Bioassay records: PubChem, National Center for Advancing Translational Sciences (NCATS)
GAA glycogen: inhibitors or activators of human alpha-glucosidase glycogen cleavage; P10253; hit rate 0.38% among 300,000; Potency, µM (doses to about 76.4 µM), for inactives: at the highest dose activity change, negative = inhibition, hits mostly inhibitors; recombinant GAA, glycogen substrate, Amplex Red glucose oxidase fluorescence;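 note: 0% = full enzyme reaction and -100% = no-enzyme basal signal; the screen sought inhibitors and activators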
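Natural-substrate format: glycogen cleavage by 4 nM human enzyme, glucose read by Amplex Red coupling (Ex 573, Em 610 nm). Normalized to enzyme and no-enzyme controls.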
Tau FP inhib: inhibitors of human tau fibril formation; K18 P301L tau heparin fibrillization, Alexa594 FP, 6 h; P10636; Potency, µM (series often up to 57.7 µM), for inactives: top-dose activity, negative = inhibition, hits mostly inhibitors; AID 1468; hit rate 0.39% among 280,000; note: % is set by controls: 0 for no effect and ±100 for the full control effect; nearly all actives have a fitted effect of over 55% in size
Target sequence (P10636 561-689 P618L limits assumed): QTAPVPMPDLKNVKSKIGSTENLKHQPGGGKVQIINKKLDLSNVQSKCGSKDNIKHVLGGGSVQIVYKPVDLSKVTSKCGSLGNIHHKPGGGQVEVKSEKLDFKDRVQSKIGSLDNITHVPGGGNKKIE
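Heparin (20 uM) drove fibril formation of recombinant tau K18 P301L, 15 uM unlabeled with 0.24 uM Alexa 594 label, for 6 hr at 37 C in 100 mM sodium acetate pH 7. Fluorescence polarization (555/632 nm) read 1 hr after 30 uM ThT.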
GAA inh: alpha-glucosidase (human) inhibition | AID 1466 | purified human GAA, 4-MU-alpha-glucoside fluorescence | hit rate 0.005% among 200,000 | Potency, µM (highest dose often 76.9 µM), for inactives: top-dose activity change, negative = inhibition, usual class: inhibitors;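 note: plate controls were uninhibited enzyme wells for no effect and no-enzyme background for full effect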
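qHTS format, compound range up to 77 uM. Human lysosomal enzyme at 4 nM, 400 uM 4-MU glucoside substrate, pH 5.0, 20 min room temperature; fluorescence after alkaline stop gives activity normalized to controls.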
Tau fibril ThT: tau fibrillization inhibition (ThT binding). hit rate 2.1% among 270,000. recombinant tau K18 P301L, heparin-induced fibrillization, ThT fluorescence. P10636. AID 1460. Potency, µM (doses to about 57.4 µM), for the others: at the top dose activity, negative = inhibition, usual class: inhibitors; note: % is set by controls: 0 for no effect and ±100 for the full control effect; nearly all actives have a fitted effect of over 55% in size
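Fibril formation assay: tau K18 P301L at 15 uM with trace Alexa 594 label, heparin inducer 20 uM, pH 7 sodium acetate buffer, 37 C for 6 hr; endpoint ThT signal.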
GLA spleen mod: inhibits or activates alpha-galactosidase in human spleen homogenate; hit rate 0.008% among 240,000; Potency, µM (top dose mostly 80 µM), for inactives: at the highest dose activity change, negative = inhibition, hits mostly inhibitors; P06280; human spleen homogenate, 4MU-alpha-Gal fluorescence, 40 min;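 note: 0% = enzyme with vehicle and -100% = no enzyme basal signal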
Target sequence (P06280 32-429 limits assumed): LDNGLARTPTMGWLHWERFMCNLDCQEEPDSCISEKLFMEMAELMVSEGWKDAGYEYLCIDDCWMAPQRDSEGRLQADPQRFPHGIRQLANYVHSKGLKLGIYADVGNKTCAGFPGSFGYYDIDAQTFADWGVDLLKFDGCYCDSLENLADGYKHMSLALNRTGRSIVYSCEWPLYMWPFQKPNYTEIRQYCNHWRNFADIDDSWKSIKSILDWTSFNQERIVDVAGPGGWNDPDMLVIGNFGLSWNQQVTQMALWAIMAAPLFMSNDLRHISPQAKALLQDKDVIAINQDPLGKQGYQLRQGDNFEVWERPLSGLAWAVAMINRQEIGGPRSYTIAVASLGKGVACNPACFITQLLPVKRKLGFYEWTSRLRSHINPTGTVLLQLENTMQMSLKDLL
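Inhibition or activation of alpha-galactosidase in human spleen homogenate is scored by 4-MU fluorescence after 40 min at 37C, pH 5.0, with 1 mM substrate. AC50s come from concentration-response fitted to the Hill equation.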
Tau fluor counter: counter-screen for tau fibril formation inhibitors | Potency, µM (highest dose often 57.7 µM), without a hit: at the highest dose activity change, negative = decrease | hit rate 0.93% among 280,000 | AID 1463 | tau K18 P301L (four-repeat tau fragment) Alexa594 fluorescence, heparin fibrillization; note: % is set by controls: 0 for no effect and ±100 for the full control effect; nearly all actives have a fitted effect of over 55% in size
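Human K18 P301L tau (15 uM unlabeled plus 0.24 uM Alexa 594-labeled, final) in 100 mM sodium acetate pH 7 was mixed with compound and 20 uM heparin and incubated 6 hr at 37 C.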
HTT ATP protect: protects HTT-Q103 PC12 cells, measured by ATP; PC12 HTT-Q103 induced, cytoprotection, ATP luminescence, 40 h; Potency, µM (highest dose often 56.4 µM), for the others: cytoprotection (ATP increase), most hits filed as activators; hit rate 0.14% among 230,000; AID 1471;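 note: % of control where 0% means no effect; nearly all actives have a fitted effect of over 45% in size; toxic huntingtin expression switched on by the ecdysone agonist tebufenozide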
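Compounds were screened for protection of PC12 cells against cell death after tebufenozide induction (100 nM final) of mutant Huntingtin exon 1 (Q103) fused to GFP.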
aGlu spleen mod: inhibitors or activators of human alpha-glucosidase in spleen homogenate; human spleen homogenate, 4-MU-alpha-glucoside fluorescence; P10253; hit rate 0.006% among 240,000; Potency, µM (series often up to 79.9 µM), for inactives: top-dose activity change, negative = inhibition, actives largely listed as inhibitors;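 note: 0% = enzyme with vehicle and -100% = no enzyme basal signal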
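Human spleen homogenate (1 ug) with 4-methylumbelliferyl-alpha-D-glucopyranoside (1 mM final) in 50 mM citrate/phosphate pH 5.0, 0.01% Tween-20; 40 min at 37 C. Stopped at pH 10; 4-MU fluorescence Ex 365/Em 440 nm; AC50 by Hill fit.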
Active calls of the source: *; [ ] = remark or other dose. Calls come from the whole dose curve; as a rule, active = well fitted curve in the direction sought with a large enough effect; inconclusive = small, poorly fitted or top-dose-only effect, or another doubt; inactive = no such curve, though single readings can be large; an effect the other way counts as inactive or inconclusive. Potency is the fitted concentration of half-maximal effect.

Screening CC(C(=O)N1c2ccccc2CCc2ccccc21)n1nnc(-c2ccc(N(C)C)cc2)n1 (stereo not drawn) returned GAA glycogen -3%, Tau FP inhib 5%, GAA inh 0%, Tau fibril ThT -15%, GLA spleen mod 1%, Tau fluor counter inconclusive, HTT ATP protect 4%[1.9 µM] and aGlu spleen mod -1%.
Cc1ccc(-n2c(SCC(N)=O)nnc2-c2ccccn2)cc1C was read as GAA glycogen -5%, Tau FP inhib 5%, GAA inh 10%, Tau fibril ThT -4%, GLA spleen mod 0%, Tau fluor counter 0%, HTT ATP protect -22%[10 µM] and aGlu spleen mod -1%.
Screening COc1ccc(NC(=O)CC2SC(=NCC3CCCO3)NC2=O)cc1 (stereo not drawn) returned GAA glycogen 1%, Tau FP inhib -2%, GAA inh inconclusive, Tau fibril ThT -11%, GLA spleen mod -3%, Tau fluor counter -16%, HTT ATP protect 6%[10 µM] and aGlu spleen mod 0%.
Screening CCCN(CCC)S(=O)(=O)c1ccc(N2CCCC2=O)c([N+](=O)[O-])c1 returned GAA glycogen -4%, Tau FP inhib 6%, GAA inh 1%, Tau fibril ThT -2%, GLA spleen mod 10%, Tau fluor counter -1%, HTT ATP protect 5%[10 µM] and aGlu spleen mod 5%.
Screening COC(=O)c1ccc(NC(=O)c2ccc3c(c2)OCO3)cc1 returned GAA glycogen 4%, Tau FP inhib -13%, GAA inh -6%, Tau fibril ThT -21%, GLA spleen mod -2%, Tau fluor counter -10%, HTT ATP protect -1% and aGlu spleen mod -3%.
`CCN1CCc2c(C#N)c(N3CCCCC3)nc(NCc3ccccc3)c2C1` gave GAA glycogen 28%, Tau FP inhib 6%, GAA inh -2%, Tau fibril ThT inconclusive, GLA spleen mod 1%, Tau fluor counter -23%, HTT ATP protect -43%[inhibitor] and aGlu spleen mod -11%.
Screening CC1CC(Nc2ccccc2)=NC1(C)C (stereo not drawn) returned GAA glycogen -1%, Tau FP inhib -3%, GAA inh -7%, Tau fibril ThT 7%, GLA spleen mod 0%, Tau fluor counter 7% and aGlu spleen mod -3%.
`Cc1ccccc1-n1nc2c(c1NC(=O)c1c(-c3ccccc3Cl)noc1C)CSC2` gave GAA glycogen -4%, Tau FP inhib -8%, GAA inh -9%, Tau fibril ThT -6%, GLA spleen mod 4%, Tau fluor counter -3%, HTT ATP protect -21% and aGlu spleen mod -2%.
Screening CC(C)Cn1c(/C=N/Nc2nc3ccccc3[nH]2)nc2ccccc21 returned GAA glycogen -12%, Tau FP inhib 13%, GAA inh -8%, Tau fibril ThT inconclusive, GLA spleen mod -4%, Tau fluor counter 28µM*[quencher], HTT ATP protect -40%[10 µM] and aGlu spleen mod -20%.
`Cc1sc2nc3c(SC(C)C(=O)O)cc(C(=O)c4ccccc4O)cn3c(=O)c2c1C` (stereo not drawn) gave GAA glycogen -4%, Tau FP inhib -12%, GAA inh -11%, Tau fibril ThT 14µM*, GLA spleen mod -9%, Tau fluor counter -7%, HTT ATP protect -65%[inhibitor][10 µM] and aGlu spleen mod -4%.
CC(=O)c1nnn(-c2ccc(C)cc2Cl)c1C was read as GAA glycogen -8%[76.3 µM], Tau FP inhib -7%, Tau fibril ThT 0% and Tau fluor counter -4%.
For O=C(Cn1nnc2ccccc21)NC1CCCCC1 the results were GAA glycogen -13%, Tau FP inhib -2%, GAA inh -2%, Tau fibril ThT -1%, GLA spleen mod 4%, Tau fluor counter 4%, HTT ATP protect -15% and aGlu spleen mod 4%.
COc1cc([C@@H]2Nc3c(F)cccc3[C@@H]3C=CC[C@@H]32)cc(Br)c1OC was read as GAA glycogen -4%[76.3 µM], Tau FP inhib -2%, Tau fibril ThT -9% and Tau fluor counter -16%.
Screening O=C1COc2ccc(C(=O)NC3CC3)cc2N1 returned GAA glycogen 5%, Tau FP inhib 3%, GAA inh inconclusive, Tau fibril ThT -5%, GLA spleen mod 0%, Tau fluor counter -7%, HTT ATP protect -36% and aGlu spleen mod 5%.
Screening COc1ccc(C(CNC(=O)COc2ccc(C)c(C)c2)N2CCCCC2)cc1 (stereo not drawn) returned GAA glycogen 11%[76.3 µM], Tau FP inhib -2%, Tau fibril ThT -4% and Tau fluor counter -4%.
C=CCNC(=O)Nc1cc(Cl)ccc1OC was read as GAA glycogen 10%, Tau FP inhib 1%, GAA inh 0%, Tau fibril ThT -4%, GLA spleen mod -2%, Tau fluor counter 0%, HTT ATP protect -16% and aGlu spleen mod -7%.
`O=C(NC1CC1)C1CCCN1S(=O)(=O)c1ccc2ccccc2c1` (stereo not drawn) gave GAA glycogen 2%, Tau FP inhib 2%, GAA inh -13%, Tau fibril ThT -5%, GLA spleen mod 4%, Tau fluor counter -5%, HTT ATP protect -10% and aGlu spleen mod -3%.
`C/C(=N\NC(=O)CN1CCN(S(=O)(=O)c2ccc(C)cc2)CC1)c1cccnc1` gave GAA glycogen -25%, Tau FP inhib -2%, GAA inh -11%, Tau fibril ThT -5%, GLA spleen mod 7%, Tau fluor counter -2%, HTT ATP protect 11%[10 µM] and aGlu spleen mod -4%.
`Cc1ccc2cc(C#N)c(SCC(=O)N3CCCC3)nc2c1` gave GAA glycogen 4%, Tau FP inhib 9%, Tau fibril ThT -5%, GLA spleen mod -3%, Tau fluor counter 5%, HTT ATP protect -11%[10 µM] and aGlu spleen mod -2%.
For CCOc1ccc(S(=O)(=O)N(C)c2ccc(OCC(=O)NCc3cccnc3)cc2)cc1 the results were GAA glycogen 3%, Tau FP inhib 10%, GAA inh 0%, Tau fibril ThT 3%, GLA spleen mod 5%, Tau fluor counter 7%, HTT ATP protect 19%[10 µM] and aGlu spleen mod 6%.
For CC(NC(=O)c1ccc(Br)cc1Br)c1ccccc1 (stereo not drawn) the results were GAA glycogen -11%, Tau FP inhib -3%, GAA inh 13%, Tau fibril ThT 8%, GLA spleen mod -9%, Tau fluor counter 1%, HTT ATP protect -42%[10 µM] and aGlu spleen mod 4%.
CCN(CC)S(=O)(=O)c1ccc2nc(COC(=O)c3n[nH]c4ccccc34)[nH]c2c1 was read as GAA glycogen 0%, Tau FP inhib inconclusive, GAA inh -8%, Tau fibril ThT 5%, GLA spleen mod -7%, Tau fluor counter -5%, HTT ATP protect -8% and aGlu spleen mod -8%.
Screening O=S(=O)(N1CCCCC1)N1CCCN(S(=O)(=O)N2CCCCC2)CC1 returned GAA glycogen -18%, Tau FP inhib 11%, GAA inh -4%, Tau fibril ThT 2%, GLA spleen mod -4%, Tau fluor counter 5%, HTT ATP protect 10% and aGlu spleen mod 3%.
O=C(COc1ccc(-c2ccccc2)cc1)N1CCN(C(=O)c2cccnc2)CC1 was read as GAA glycogen 7%, Tau FP inhib 9%, GAA inh -20%, Tau fibril ThT -2%, GLA spleen mod 4%, Tau fluor counter -5%, HTT ATP protect -4% and aGlu spleen mod 1%.
Screening COc1ccc(-c2cc(C(F)(F)F)n3nc(C(=O)Nc4cccc(Cl)c4C)cc3n2)cc1 returned GAA glycogen 7%[76.3 µM], Tau FP inhib -1%, Tau fibril ThT 1% and Tau fluor counter -2%.
`C/C=C(\C)C(=O)Nc1cccc(C2=NOC3(C2)C[C@@H](C(N)=O)N(C(=O)/C(C)=C/C)C3)c1` (stereo partly drawn) gave GAA glycogen 10%, Tau FP inhib 2%, Tau fibril ThT 14%, GLA spleen mod -4%, Tau fluor counter 18%, HTT ATP protect 12%[10 µM] and aGlu spleen mod 1%.
Cc1ccnc(N2CCC(C(=O)NCc3ccc4c(c3)OCO4)CC2)n1 was read as GAA glycogen 4%, Tau FP inhib -1%, GAA inh -11%, Tau fibril ThT 1%, GLA spleen mod -3%, Tau fluor counter 1%, HTT ATP protect 15% and aGlu spleen mod 3%.
Screening O=C(CSc1nncs1)NC1CCCc2ccccc21 (stereo not drawn) returned GAA glycogen 2%, Tau FP inhib -5%, GAA inh 0%, Tau fibril ThT -3%, GLA spleen mod 4%, Tau fluor counter -3%, HTT ATP protect -1% and aGlu spleen mod -16%.
Cc1cccc(C2CC(c3ccc(F)cc3)Nc3nc(N)nn32)c1 (stereo not drawn) was read as GAA glycogen 8%, Tau FP inhib 3%, GAA inh -1%[15.4 µM], Tau fibril ThT -5%, GLA spleen mod -29%, Tau fluor counter -2%, HTT ATP protect -17% and aGlu spleen mod 0%.
For O=C(O)CCCC(=O)NCc1ccccn1 the results were GAA glycogen 2%, Tau FP inhib -3%, GAA inh -3%, Tau fibril ThT -6%, GLA spleen mod -3%, Tau fluor counter 5%, HTT ATP protect -23%[0.074 µM] and aGlu spleen mod -5%.
CC1(C)N([O-])C(c2ccccc2)=C[N+](=O)C1(C)C was read as GAA glycogen -1%, Tau FP inhib -6%, GAA inh -7%, Tau fibril ThT -6%, GLA spleen mod -8%, Tau fluor counter -5%, HTT ATP protect -17% and aGlu spleen mod -2%.
CC(C)CC(=O)Nc1ccc(N2CCOCC2)cc1 was read as GAA glycogen 4%, Tau FP inhib 8%, GAA inh 1%, Tau fibril ThT -7%, GLA spleen mod -12%, Tau fluor counter 6%, HTT ATP protect 6% and aGlu spleen mod 6%.

A section of the results above, for reference:
For CC(NC(=O)c1ccc(Br)cc1Br)c1ccccc1 (stereo not drawn) the results were GAA glycogen -11%, Tau FP inhib -3%, GAA inh 13%, Tau fibril ThT 8%, GLA spleen mod -9%, Tau fluor counter 1%, HTT ATP protect -42%[10 µM] and aGlu spleen mod 4%.
CCN(CC)S(=O)(=O)c1ccc2nc(COC(=O)c3n[nH]c4ccccc34)[nH]c2c1 was read as GAA glycogen 0%, Tau FP inhib inconclusive, GAA inh -8%, Tau fibril ThT 5%, GLA spleen mod -7%, Tau fluor counter -5%, HTT ATP protect -8% and aGlu spleen mod -8%.
Screening O=S(=O)(N1CCCCC1)N1CCCN(S(=O)(=O)N2CCCCC2)CC1 returned GAA glycogen -18%, Tau FP inhib 11%, GAA inh -4%, Tau fibril ThT 2%, GLA spleen mod -4%, Tau fluor counter 5%, HTT ATP protect 10% and aGlu spleen mod 3%.

This is a random part of the collection; about 3.3% have a hit in one of these screens.
